# Compound activity as filed in PubChem BioAssay.
# Rev-erbA mod = modulators of Rev-erb alpha DNA binding, primary screen, biochemical, FITC-DNA, fluorescence polarization, uHTS; Rev-erbα–FITC-DNA binding, 90 min; activity, % at 10 µM; 0.79% of 370,000 active; AID 1259318, 2017;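 active = activity above about 14%, limit read from the data; passing the limit was not always enough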;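 also: 0% = DMSO wells with 35 nM protein and 100% = DMSO wells with 750 nM protein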
# Target sequence (P20393 whole entry, looked up): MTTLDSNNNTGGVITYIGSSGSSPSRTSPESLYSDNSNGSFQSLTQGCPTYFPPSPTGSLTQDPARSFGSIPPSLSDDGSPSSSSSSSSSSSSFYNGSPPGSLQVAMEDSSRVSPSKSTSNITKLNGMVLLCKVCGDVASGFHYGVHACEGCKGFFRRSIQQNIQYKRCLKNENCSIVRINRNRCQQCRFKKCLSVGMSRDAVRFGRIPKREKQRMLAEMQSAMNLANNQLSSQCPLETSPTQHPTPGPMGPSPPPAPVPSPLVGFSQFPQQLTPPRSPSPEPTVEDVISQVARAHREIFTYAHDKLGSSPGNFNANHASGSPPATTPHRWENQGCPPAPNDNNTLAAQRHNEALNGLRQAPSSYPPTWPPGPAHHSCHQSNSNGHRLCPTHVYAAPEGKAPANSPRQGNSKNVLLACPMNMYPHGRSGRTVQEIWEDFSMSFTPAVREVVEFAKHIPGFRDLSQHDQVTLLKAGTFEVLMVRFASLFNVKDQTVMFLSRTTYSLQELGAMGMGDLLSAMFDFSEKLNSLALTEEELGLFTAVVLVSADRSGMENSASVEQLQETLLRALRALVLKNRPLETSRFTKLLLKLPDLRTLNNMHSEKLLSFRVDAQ
# hgDAF12 agonist = H. glycines DAF-12 receptor agonists, primary screen, cell-based, luminescence, HEK293, GAL4 fusion, UAS-luciferase. HEK293 GAL4-hgDAF12 UAS-luciferase reporter, agonist luminescence; normalized to butyrate control. activation, % at 6.8 µM. 1.8% of 370,000 active. AID 687014, 2013;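 active = activation above a cutoff set at the mean of all screened compounds plus 3 SD, cut at about 10% in these data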;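 also: 0% = DMSO wells and 100% = sodium butyrate wells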
# FXN GAA850 act = FXN promoter activators, primary screen, cell-based, luciferase luminescence, HEK293 lucGAA850 | HEK293 lucGAA850 FXN promoter luciferase reporter, 24 h; percent of 10 µM SAHA response | activation, % at 6 µM | 0.56% of 360,000 active | AID 540364, 2011;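 active = activation above the average of all compounds screened plus 3 SD, cutoff fixed separately per campaign, cut at about 7.5% in these data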;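 also: 0% = DMSO wells and 100% = 10 µM SAHA wells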
# DAX1 inh-1 = DAX1 (NR0B1) inhibitors on StAR promoter, primary screen, cell-based, luminescence, SF-1 (NR5A1), full-length DAX-1 | HEK293T StAR-luciferase reporter, SF-1/DAX-1 repression relief | inhibition, % at 6.8 µM | 1.1% of 370,000 active | AID 652010, 2013;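 active = inhibition above the mean over all tested compounds plus 3 SD, cut at about 3.6% in these data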;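 also: 0% = DAX-1 cells with DMSO and 100% = cells lacking DAX-1 with DMSO; higher inhibition means more luminescence from relief of DAX-1 repression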
# ssDAF12 agonist = S. stercoralis DAF-12 nuclear receptor activators, primary screen, cell-based, luminescence, HEK293, GRIP1 co-expression, lit1-tk-luc; activation, % at 6.8 µM; Nuclear hormone receptor DAF-12 (Strongyloides stercoralis); HEK293 ssDAF-12/GRIP1 lit1-tk-luc reporter; % of 3 µM dafachronic acid response; 1% of 370,000 active;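 active = activation above the mean over all tested compounds plus 3 SD, cut at about 0.9% in these data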;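 also: 0% = DMSO-only wells and 100% = 3 µM delta7-dafachronic acid wells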
# DAX1 inh-2 = DAX1 (NR0B1) inhibitors, primary screen, cell-based, HEK293, Gal4-DAX1, luciferase luminescence. HEK293 Gal4-DAX1 luciferase reporter. inhibition, % at 6.75 µM. 0.99% of 340,000 active. AID 504766, 2011;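 active = inhibition above the mean over all tested compounds plus 3 SD, cut at about 4.2% in these data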;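 also: 0% = DAX1-transfected cells with DMSO and 100% = empty-vector control cells with DMSO; inhibition shows as a rise in luminescence from relieved DAX1 repression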
# Target sequence (P51843 207-470 limits assumed): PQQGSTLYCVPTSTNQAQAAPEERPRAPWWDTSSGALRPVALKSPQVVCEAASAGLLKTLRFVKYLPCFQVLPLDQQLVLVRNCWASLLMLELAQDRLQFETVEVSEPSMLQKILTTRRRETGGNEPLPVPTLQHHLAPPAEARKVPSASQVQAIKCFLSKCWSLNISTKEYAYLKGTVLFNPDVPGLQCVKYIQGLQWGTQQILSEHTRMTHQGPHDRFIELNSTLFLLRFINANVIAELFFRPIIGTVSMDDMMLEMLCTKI
# SMARCA2 act = SMARCA2 (BRM) function activators, primary screen, cell-based, luminescence, high throughput. activation, % at 9.1 µM. 1% of 370,000 active. MG213 cells, MMTV-luciferase reporter, dexamethasone, overnight; in the data active = activation above about 7.8%;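 also: 0% = vehicle wells and 100% = reference activator wells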
# hcDAF-12 act = H. contortus DAF-12 nuclear receptor activators, primary screen, cell-based, luminescence, HEK293, lit1-tk-luc reporter. AID 652067, 2013. activation, % at 6.8 µM. HEK293 hcDAF-12 lit1-tk-luc reporter; 0% DMSO, 100% Δ7-dafachronic acid. 1.4% of 370,000 active;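 active = activation above the mean of all tested compounds plus 3 SD, cut at about 5.5% in these data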;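 also: 100% = response to 3 µM Δ7-dafachronic acid high control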
# sPLA2-III inh = human group III sPLA2 inhibitors, primary screen, biochemical, QFRET, BODIPY PC-A2 liposome substrate | inhibition, % at 12.2 µM | 0.56% of 370,000 active | QFRET BODIPY PC-A2 liposome hydrolysis, fluorescence;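 active = inhibition above mean plus 3 SD of compounds lying within the high and low control bounds, cut at about 19% in these data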;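 also: 0% = median of test compound wells and 100% = no enzyme DMSO wells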
# PLCb3 inh = human PLC-beta3 inhibitors, primary screen, biochemical, fluorescence. AID 720704, 2013. Purified PLC-beta3, fluorogenic substrate. 0.18% of 370,000 active. inhibition, % at 12.2 µM; in the data active = inhibition above about 11%;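 also: 0% = median of compound wells on plate and 100% = full blocker control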
# PG9 Ab binder = binders of HIV-1 gp120 antibody PG9, primary screen, biochemical, TR-FRET | HIV-1 gp120 / PG9 antibody interaction | TR-FRET gp120-PG9 antibody binding | inhibition, % at 6.7 µM | 0.43% of 360,000 active; in the data active = inhibition above about 8.5%
# Active calls of the source: *; . = no result given.
SMILES,Rev-erbA mod,hgDAF12 agonist,FXN GAA850 act,DAX1 inh-1,ssDAF12 agonist,DAX1 inh-2,SMARCA2 act,hcDAF-12 act,sPLA2-III inh,PLCb3 inh,PG9 Ab binder
COC(=O)Cc1ccc(N(Cc2ccccc2F)S(=O)(=O)c2ccc(C)cc2)cc1,3.5,0.7,2.0,-0.5,-1.8,-0.7,2.0,-0.2,-9.1,-0.8,-2.2
CCCCCCN1CCS(=O)(=O)N(Cc2ccc(Cl)cc2)C(C(=O)OC)C1 (stereo not drawn),2.4,-1.5,.,-0.3,-1.2,.,-0.4,-0.2,-3.2,0.7,.
C/C(=N/OCC(=O)Nc1ccc(C)cc1C)c1cccs1,7.2,-1.2,0.6,-0.9,-0.8,-0.9,0.8,-2.0,-1.0,1.9,-3.4
Cc1cccc(NC(=O)c2cc[n+]([O-])cc2)c1C,-1.6,-1.5,-0.5,-0.1,-0.8,1.3,-1.1,-1.3,4.9,-3.4,0.4
CC(C)(C)NC(=O)C(c1ccc(OCC(N)=O)cc1)N(C(=O)c1cccnc1)C1CC1 (stereo not drawn),-4.7,-2.3,-0.7,-0.2,-1.1,0.7,-1.0,-1.6,6.9,4.7,-2.5
CC1CCC/C(=C\Nc2ccccc2C(=O)O)C1=O (stereo not drawn),1.5,-2.6,2.4,0.4,-0.4,-0.3,0.8,-0.8,-0.1,-18.7,-0.2
COCC(=O)N(Cc1ccccc1)c1ccccc1C(=O)Nc1cc(OC)ccc1OC,3.7,-1.3,.,1.0,-0.9,.,-5.8,-3.1,11.5,0.1,.
CSc1snnc1-c1ccccc1,3.8,0.9,4.2,0.4,-0.7,0.1,-0.2,-0.9,-3.6,-0.6,-1.9
CN1CC[C@@]2([C@@]34CCN(C)C3Nc3ccccc34)c3ccccc3NC12 (stereo partly drawn),-4.8,-1.7,-5.1,0.7,-1.6,0.6,-0.1,-0.4,-4.5,3.6,0.2
COc1ccc(C(CC(=O)Nc2cc([N+](=O)[O-])ccc2OC)c2ccccc2)cc1 (stereo not drawn),0.1,1.5,4.3,-1.3,-1.6,-0.2,-3.4,-2.5,-7.5,1.4,-0.4
CCOC(=O)c1ccc2nc(C(F)(F)F)[nH]c(=O)c2c1,7.7,1.6,-1.2,-0.5,-1.1,0.2,0.2,-0.2,2.7,-4.1,-0.5
COC(=O)[C@]1(C)CCC[C@@]2(C)C3CC[C@]4(OC(C)=O)C[C@@]3(CCC21)CC4=NO (stereo partly drawn),-6.5,-1.8,0.1,-1.0,-1.9,-2.0,1.0,-2.6,-13.2,-1.5,0.2
CN=Cc1sc2ccccc2c1O,-7.1,1.0,1.6,0.1,-0.8,1.0,-1.8,3.0,7.1,-13.9,-6.3
Cc1cccc(NC(=O)C(CCC(N)=O)NC(=O)OCc2ccccc2)c1 (stereo not drawn),-1.1,-0.9,-1.1,-0.1,-0.8,0.8,2.4,-0.3,-1.2,1.7,1.4
CC(=O)C1C(=O)C=C(c2cccs2)CC1c1ccccc1 (stereo not drawn),-2.7,-2.9,2.8,-0.4,-1.0,.,0.5,-1.8,7.9,-29.1,-1.9
C/C(=N/NS(=O)(=O)c1cccc([N+](=O)[O-])c1)c1ccc2c(c1)OCO2,5.2,-0.3,1.4,2.1,-0.8,0.6,-3.0,-2.3,8.6,-11.3,-1.2
CC(C)(C)NC(=O)C(c1ccncc1)N(C(=O)CNC(=O)c1ccco1)c1ccc(F)cc1 (stereo not drawn),3.1,-0.7,-0.7,0.1,-1.0,-1.4,-0.7,0.3,2.2,3.6,1.3
CCC(=O)Nc1ccc(C(=O)NNC(=O)COc2cc(C)ccc2C)cc1,2.8,-3.0,1.5,0.3,0.0,0.2,-2.8,0.6,-1.6,12.0*,-0.6
Cc1cc(Br)ccc1SCC(=O)OCC(=O)NC(C)c1ccccc1 (stereo not drawn),2.4,-1.6,1.8,-0.2,-0.8,-0.5,4.8,0.2,-22.1,-2.8,-2.0
Cc1ccc(NC(=O)[C@@H]2CCCN2S(=O)(=O)c2ccccc2F)cc1S(=O)(=O)N1CCOCC1,7.1,0.9,3.2,0.6,-0.8,-0.3,-1.4,1.8,-7.1,0.7,0.2
COC(=O)C(C)NC(=S)N1CCN(c2c(F)cc3c(=O)c(C(=O)O)cn(C4CC4)c3c2OC)CC1C (stereo not drawn),-3.2,-2.6,-1.6,-0.3,-1.7,0.9,0.1,-1.1,0.9,-152.6,-1.7
CN1CCN(CC(=O)Nc2nc3c(s2)CCCC3)CC1,-3.4,1.8,2.9,0.2,-1.0,0.2,-1.0,2.6,2.2,-6.7,0.4
COc1ccc(-c2nnc3sc(COc4ccccc4)nn23)cc1,-5.2,-0.5,-0.1,-0.2,-1.2,0.5,-3.7,-0.6,-7.5,-4.8,0.2
Cc1ccc(C)c(S(=O)(=O)N2CCN(c3nc(-c4cccnc4)nc4ccccc34)CC2)c1,-3.8,-2.5,-1.5,-2.6,-1.6,-0.9,-1.3,-2.5,-12.0,-27.7,0.7
CSc1nc(NC(C)(C)C)nc(Oc2ccc(=O)n(C)n2)n1,-3.4,-2.0,-1.0,0.4,-0.5,-0.4,-1.1,-0.2,1.8,0.8,-1.2
COc1cc(CNCc2ccccc2)c(Br)cc1OC1CCCC1,6.0,-4.3,-3.7,0.2,-1.0,0.7,-3.0,0.1,-0.6,-1.5,3.4
COc1ccc(OC)c(S(=O)(=O)NCCC(C)C)c1,4.0,-0.6,2.9,0.2,1.5*,0.8,-0.1,3.5,-1.3,-0.8,-2.1
CCC(C)(C)n1nnnc1C(c1ccc(OC)c(OC)c1)N1CCN(c2cccc(OC)c2)CC1 (stereo not drawn),3.7,1.6,-1.2,-1.3,-1.0,0.8,1.5,-2.0,-5.0,5.7,-1.5
O=C(CSc1nnc(CNC(=O)c2c(F)cccc2F)o1)NCc1ccccc1,-1.8,2.1,-0.3,0.0,-0.8,0.2,-0.4,0.4,11.7,-3.6,-2.2
Cc1ccc(-n2nc(-c3ccco3)cc2C(=O)NCc2cccnc2)cc1,-2.7,-1.8,-0.7,-0.9,-1.1,-0.3,-4.1,-0.2,-3.0,-14.0,1.7
Clc1ccc(CNc2ccccn2)cc1,-2.7,5.8,3.3,-0.2,0.5,0.1,0.2,0.0,1.7,-3.5,0.9
COC(=O)C1=C(C)N(Cc2ccc(F)cc2)C(=S)NC1c1cccc(Br)c1 (stereo not drawn),3.8,-1.9,.,0.9,-1.3,.,-5.2,-1.4,4.7,-3.4,4.1
CCCNC(=O)C1(C)CCN(Cc2csc3ccccc23)C1 (stereo not drawn),0.8,0.6,-1.3,0.1,-1.0,.,-3.2,-1.0,4.0,5.1,-0.2
COC(=O)CSc1ccc(C#N)c(SCC(=O)OC)c1,-4.0,-0.9,-1.3,0.7,0.3,2.5,-2.4,-1.6,-7.0,-25.2,-0.9
Cc1nn(-c2ccccc2)c(C)c1C(=O)OCC(=O)N1CCN(S(=O)(=O)c2ccccc2)CC1,-1.0,0.0,-1.7,-0.6,-0.7,1.1,-6.6,-1.0,-4.0,2.4,2.9
O=C(c1ccccc1)c1n[nH]c(-c2ccccc2)cc1=O,-6.3,1.3,0.7,0.1,-0.2,0.4,-2.9,-0.9,0.7,3.3,1.8
CCCC(=O)Nc1nnc(Cc2ccccc2)s1,1.2,1.3,0.1,0.7,-1.5,1.7,-0.5,-1.6,-1.5,2.9,-0.6
CCOC(=O)c1ccccc1NC(=O)Cn1c(=O)n(Cc2ccccc2)c(=O)c2c(C)c(C)sc21,5.4,-2.1,0.6,0.5,-1.2,-0.1,1.9,-0.7,8.0,-0.9,11.8*
CC1CC(C)CN(C(=O)COC(=O)c2ccc(S(=O)(=O)N(C)c3ccccc3)cc2)C1 (stereo not drawn),8.4,-0.1,0.3,0.2,-1.1,-0.1,-4.2,-0.3,-17.0,3.1,-1.6
Cc1cc(-c2nn(C)c(=O)c3ccccc23)ccc1CNC(=O)NC1CCCCC1,-3.5,-1.6,0.4,-0.1,-1.5,-0.6,-0.1,-1.9,8.5,0.2,0.2
Cc1ccccc1-n1nc2c(c1NC(=O)c1c(-c3ccccc3Cl)noc1C)CSC2,-1.6,-2.1,-1.9,-0.3,-1.0,-0.4,-1.2,-1.9,-1.4,-0.7,-1.3
CCN(CC)CCN1C(=O)C(O)=C(C(=O)c2cc3cccc(OC)c3o2)C1c1ccc(F)cc1 (stereo not drawn),-0.2,1.7,-2.0,0.3,-1.6,1.0,-3.9,1.2,0.7,-8.4,14.2*
O=C(NCc1ccco1)C1CCN(C(=O)c2ccc([N+](=O)[O-])cc2)CC1,4.1,0.6,1.0,-0.9,-1.0,0.0,0.1,0.2,-6.6,-5.0,-1.4
Cc1nc(SCC(=O)NCc2ccccc2)c2oc3ccccc3c2n1,43.9*,0.7,-3.5,0.0,-1.2,0.4,6.0,-0.5,-2.0,1.8,4.0
Cc1ccc(Cn2nnc3c(=O)n(Cc4ccccc4C)cnc32)cc1,-6.5,-3.0,-0.5,0.2,-1.3,-0.1,0.1,0.5,4.8,-0.9,0.0
O=C(NCc1ccccn1)c1ccc(Cn2cc(Br)cn2)o1,0.0,0.9,-0.3,1.0,-1.4,0.7,1.4,0.0,-0.9,1.0,-2.5
CCC1CCCCN1CCCNC(=O)c1ccc(N2CCCC2=O)cc1 (stereo not drawn),1.7,-0.3,3.7,-1.0,-1.0,0.7,-0.8,0.7,-1.4,-4.8,1.2
COc1nc(N)nc(NC(=O)c2cccs2)c1N=O,2.0,1.9,15.7*,-0.9,-0.9,-0.4,6.7,-0.1,0.9,-14.7,-24.4
CC1=NOC2(C1)N(C)c1ccccc1C2(C)C (stereo not drawn),-8.3,-0.6,0.4,-0.6,-1.1,-0.8,-1.9,-1.5,-3.3,-0.6,0.8
C=CCOc1cccc(C(=O)NC(c2ccccc2)C(C)C)c1 (stereo not drawn),8.1,1.9,0.0,-0.2,-1.2,-0.9,1.2,-0.3,1.7,-2.1,-0.8
COc1cccc(NC(=O)C2CCN(S(=O)(=O)c3ccc(N4CCCC4=O)cc3)CC2)c1,-0.8,-1.0,-0.9,-0.8,-0.9,-0.6,1.4,-1.1,0.9,5.8,-0.4

# Whole records, looked up by structure. Order of screens: Rev-erbA mod, hgDAF12 agonist, FXN GAA850 act, DAX1 inh-1, ssDAF12 agonist, DAX1 inh-2, SMARCA2 act, hcDAF-12 act, sPLA2-III inh, PLCb3 inh, PG9 Ab binder
# COc1cccc(NC(=O)C2CCN(S(=O)(=O)c3ccc(N4CCCC4=O)cc3)CC2)c1 is listed as -0.8, -1.0, -0.9, -0.8, -0.9, -0.6, 1.4, -1.1, 0.9, 5.8, -0.4
# O=C(NCc1ccco1)C1CCN(C(=O)c2ccc([N+](=O)[O-])cc2)CC1 is listed as 4.1, 0.6, 1.0, -0.9, -1.0, 0.0, 0.1, 0.2, -6.6, -5.0, -1.4

# Compounds were not picked by outcome; overall some 7% were active at least once.
